Pf growth 48h: inhibits P. falciparum growth in the first generation, 48 h; 5.9% of 310,000 active; Potency, µM (doses to about 28.7 µM), for the others: at the highest dose activity change, negative = inhibition, most hits filed as inhibitors; P. falciparum luciferase growth in erythrocytes, 48 h; also: potency is read from the fitted curve at half-maximal effect; % is scaled to controls: 0 for no effect and ±100 for the full control effect
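Parasite viability was followed by luminescence of a genomically integrated firefly luciferase. Cultures held 0.1% parasitemia at 2% hematocrit (final), incubated under 5% CO2 at 37 C.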
Pf growth 96h: inhibits malaria parasite growth, 96 h; Potency, µM (series often up to 28.7 µM), without a hit: top-dose activity change, negative = inhibition, actives largely listed as inhibitors; AID 504834; 6.9% of 320,000 active; P. falciparum luciferase reporter growth, 96 h; also: potency is read from the fitted curve at half-maximal effect; % is scaled to controls: 0 for no effect and ±100 for the full control effect
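Readout is luminescence from an integrated firefly luciferase in P. falciparum. Red cells, 2% hematocrit and 0.05% parasitemia final, were cultured with compound through two parasite generations (96 hours) at 37 C, 5% CO2.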
FBPA Giardia inh: inhibitors of Giardia lamblia fructose-1,6-bisphosphate aldolase. Potency, µM (doses to about 59.6 µM), for the others: top-dose activity, negative = inhibition, hits mostly inhibitors. AID 2451. purified Giardia FBPA. 0.71% of 290,000 active. A8B2U2; also: potency is read from the fitted curve at half-maximal effect; % is scaled to controls: 0 for no effect and ±100 for the full control effect; nearly all actives have a fitted effect of over 55% in size
Target sequence (A8B2U2 whole entry, looked up): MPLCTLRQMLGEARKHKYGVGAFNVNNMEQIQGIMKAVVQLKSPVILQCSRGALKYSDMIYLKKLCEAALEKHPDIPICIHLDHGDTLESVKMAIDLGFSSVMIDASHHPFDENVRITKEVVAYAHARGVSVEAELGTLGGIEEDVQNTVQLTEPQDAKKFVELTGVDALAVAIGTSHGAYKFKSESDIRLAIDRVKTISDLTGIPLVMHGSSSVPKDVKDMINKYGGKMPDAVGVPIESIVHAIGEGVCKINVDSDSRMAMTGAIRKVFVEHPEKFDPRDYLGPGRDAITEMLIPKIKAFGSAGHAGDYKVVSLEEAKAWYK
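Giardia FBPA (40 nM reagent) was preincubated 10 min at RT with compound (up to 57.5 uM final), then substrate plus GAPDH/TPI/NAD/arsenate coupling system with diaphorase/resazurin was added; resorufin fluorescence (525/598 nm) was read after 20 min.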
Shiga toxin inh: inhibitors of Shiga toxin in Vero cells; Vero cells, Shiga toxin protein synthesis inhibition reporter; inhibition, % at 38.7 µM; 9.2% of 290,000 active; AID 2315; in the data active = inhibition mostly above about 28%, no sharp cut-off; inactive = mostly below about 43%; also: 0% is about no effect
Sm TGR inh: inhibitors of Schistosoma mansoni thioredoxin glutathione reductase | purified TGR, DTNB reduction, TNB absorbance 405 nm | Potency, µM (top dose mostly 114 µM), without a hit: top-dose activity change, negative = inhibition, actives largely listed as inhibitors | 3% of 360,000 active | AID 485364; also: potency is read from the fitted curve at half-maximal effect; % is scaled to controls: 0 for no effect and ±100 for the full control effect; nearly all actives have a fitted effect of over 60% in size
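First, TGR (20 nM dispensed) and NADPH were mixed with compound. Second, a 15 min room-temperature incubation followed. Third, further NADPH and then DTNB were added to start the reaction. Finally, TNB absorbance was monitored kinetically.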
Cycloheximide cs: counter-screen for Shiga toxin inhibitors: cycloheximide protein synthesis inhibition. max response, %. cell reporter, cycloheximide protein synthesis inhibition counterscreen. 12% of 300,000 active; in the data active = max response mostly above about 13%, no sharp cut-off; inactive = mostly below about 14%; also: read at 38.3 µM for the half of the compounds with a filed dose; 0% is about no effect
An asterisk follows results filed as active; ? = inconclusive; . = not tested or not shown; & = joins results of further samples; ! = not active in a repeat; [ ] = another dose, or the depositor's remark. Unless noted, calls follow the shape of the dose curve; as a rule, active = well fitted curve in the direction sought with a large enough effect; inconclusive = small, poorly fitted or top-dose-only effect, or another doubt; inactive = no such curve, though single readings can be large; an effect the other way counts as inactive or inconclusive.

SMILES | Pf growth 48h | Pf growth 96h | FBPA Giardia inh | Shiga toxin inh | Sm TGR inh | Cycloheximide cs
CCN(Cc1nc(-c2cccc(C)c2)no1)C(=O)c1ccco1 | 13% | 6% | -3% | 35 | 10% | 8
CCC1(C)Cc2c(sc3nnn(CC(=O)Nc4ccc(Cl)cc4)c(=O)c23)CO1 (configuration not stated) | ? | -78% | -4% | -8 | 9% | -4
CCOC(=O)N1CCN(C(=O)c2cnsn2)CC1 | 4% | ? | 1% | -11 | -9% | -3
CCn1c(COc2ccccc2)nnc1SCC(=O)Nc1ccc(N2CCOCC2)cc1 | ? | -1% | 4% | 21 | -6% | 1
CC(O)c1nc2ccccc2n1Cc1nnc(-c2ccc(Cl)cc2)o1 (configuration not stated) | -15% | -17%[5.75 µM] | 2% | 28 | -1% | 21*
CC(=O)C(C(C)=O)c1c(Cl)c(O)c(O)c2c(C(=O)c3ccccc3)coc12 | . | 2.6µM* | 18µM* | 3 | 2.5µM* | 11
COC(C[C@@H](O)C[C@H](O)COCc1ccccc1)OC | 46%[activator] | 60%[activator] | 7% | -8 | -1% | -11
C[C@H]1[C@H]2c3nc4ccccc4n3C[C@H]1ON2C1CCCCC1 | ? | ? | -7% | -7 | 1% | 2
CN(C)CCNc1nc2c(c(=O)[nH]c(=O)n2C)n1CC(O)COc1ccc(Cl)cc1 (configuration not stated) | -2% | 0% | 9% | -13 | 1% | -3
Cc1ccc(OCc2nnc(NC(=O)OCC(C)C)s2)cc1 | . | -97% | 2% | -21 | -17% | -6
C=CC(C)(C)O[C@@H]1O[C@H](CO)[C@@H](O)[C@H](O)[C@H]1O | 74%[activator] | 42%[activator] | . | . | 12% | .
O=C(CC1C(=O)NCCN1C1CCCC1)NCc1cccc(OC(F)(F)F)c1 (configuration not stated) | -3% | 14% | 9% | 18 | -4% | 2
Cn1cc(CN2CCC(n3nccc3NC(=O)C3CCCC3)CC2)cn1 | -2% | 24% | . | -10 | ? | -3
N#CC1=C(N2CCCCC2)c2cc3c(n2C1=O)CCCC3 | -12% | ? | 10% | -22 | 4% | -2
CCCC1CC(=O)OC1(C)C(=O)CSc1n[nH]c(-c2ccccc2)n1 (configuration not stated) | 26% | -8% | -15% | 66* | ? | 21
N#CCCn1cc(C(=O)Nc2ccccc2Br)c(-c2ccc3c(c2)OCCO3)n1 | -20% | ? | -5% | -8 | 2% | -4
OCCCc1nc2n(n1)C(c1cccs1)C=C(c1ccccc1)N2 (configuration not stated) | . | 2% | -11% | -14 | ? | -1
O=C(O)CNC(=O)CC12CC3CC(CC(C3)C1)C2 | 2% | . | 0% | -5 | 10% | -1
CSc1ncc(C(=O)Nc2cccc(Cl)c2)c(C)n1 | 21% | -10% | 2% | 20 | 0% | 7
CCCc1c(C(=O)N/N=C/C(C)=C/c2ccccc2)nnn1-c1nonc1N | -26% | -18% | 5% | 48 | 3% | 10
CC(=O)Nc1ccc(NC(=O)C(C)OC(=O)CNS(=O)(=O)/C=C/c2ccc(C)cc2)cc1 (configuration not stated) | 11% | -17% | . | . | -16% | .
CC(=O)c1cc2c(cc1N/C(=N/S(=O)(=O)c1ccc(C)cc1)c1ccccc1)OCO2 | 0% | -24% | -2% | 20 | 2%&0% | 3
CCC(C)Nc1nc(N)c([N+](=O)[O-])c(Nc2cc(OC)ccc2OC)n1 (configuration not stated) | ? | ? | -3% | 15 | -5% | -1
CCN(CC)CCN(Cc1cc2cc3c(cc2[nH]c1=O)OCO3)C(=S)NC | ? | -13% | 7% | . | -9% | -3
CC(=O)Nc1ccc(/C=C2\Sc3ccccc3C2=O)cc1 | 12% | 20% | 2% | 25 | 6% | 5

Reprinted at random: 3 records from the list
SMILES | Pf growth 48h | Pf growth 96h | FBPA Giardia inh | Shiga toxin inh | Sm TGR inh | Cycloheximide cs
CCOC(=O)N1CCN(C(=O)c2cnsn2)CC1 | 4% | ? | 1% | -11 | -9% | -3
CC(=O)Nc1ccc(NC(=O)C(C)OC(=O)CNS(=O)(=O)/C=C/c2ccc(C)cc2)cc1 (configuration not stated) | 11% | -17% | . | . | -16% | .
CC(=O)Nc1ccc(/C=C2\Sc3ccccc3C2=O)cc1 | 12% | 20% | 2% | 25 | 6% | 5

(more compounds)
SMILES | Pf growth 48h | Pf growth 96h | FBPA Giardia inh | Shiga toxin inh | Sm TGR inh | Cycloheximide cs
CC1(C(=O)OCC(=O)c2c[nH]c3ccccc23)CC1(Cl)Cl (configuration not stated) | . | 11% | 1% | 85* | 4% | 53*
CCC(C(=O)c1ccccc1)N(C(=O)c1ccccc1Cl)N1C(=O)C2C3C=CC(C3)C2C1=O (configuration not stated) | ? | 10µM* | -9% | -17 | -14% | 1
COc1ccc(NC2=C(Cl)C(=O)N(CCc3ccccc3)C2=O)cc1 | 66%[activator] | -17% | 1% | 53 | -3% | 26*
CCc1cc2c(=O)[nH]c(Cc3ccc(Cl)cc3)nc2s1 | . | ? | -1% | -16 | -24% | -2
Nc1nnc(CCN2C(=O)CSC2=O)s1 | 21% | ? | 3% | 11 | -18% | -2
O=C(Nc1cccc(-c2nc3ccccc3s2)c1)c1cc(=O)c2ccccc2o1 | 66%[activator] | 90%[activator] | -1% | 31* | 1% | 14
CC1=C(C(=O)OCCOC(C)C)C(c2cc3c(cc2Br)OCO3)CC(=O)N1 (configuration not stated) | ? | . | 9% | -16 | 1% | -4
COc1cccc(NC(=O)CN(C)C(C)C(=O)N2CCCC2)c1 (configuration not stated) | ? | -28% | . | . | -10% | .
Cn1nc(-c2ccccc2)c(C(O)c2ccc(Cl)cc2)c1Cl (configuration not stated) | -11% | 4% | 0% | -9 | 1% | 13
Cc1nc(NC(=O)CC(C)C)sc1-c1csc(Nc2ccc(Cl)cc2Cl)n1 | ? | 9.3µM* | 10% | 19 | 10% | 22
Cc1ccc2oc(=O)c3cnn(CC(=O)NC4CCC(C)CC4)c3c2c1 (configuration not stated) | . | ? | 6% | -5 | 0% | -7
COc1cccc(CSc2nnnn2-c2ccc(O)cc2)c1 | 9.3µM* | ? | 4% | 9 | -11% | -1
COc1ccc(Cl)cc1N(C(=O)Nc1cccc(Cl)c1)C1=NCC(C)S1 (configuration not stated) | -3% | ? | 0% | -4 | 7% | 9
COc1ccc(-n2nc(C(=O)NCC(=O)NCCCN3CCOCC3)c3ccccc3c2=O)cc1 | 7% | 0% | 3% | -6 | 1% | -1
CCOc1ccc(-c2n[nH]c(=S)o2)cc1 | 72%[activator] | 45%[activator] | -19% | 19 | 6% | 20*
CCOC(=O)Cc1nnc(NC(=O)CSc2ccc(Cl)cc2)s1 | 41%[activator] | 51%[activator] | -5% | -11 | 0% | -2
Cn1nnnc1SCC(=O)NC(=O)NCc1ccccc1 | ? | 78%[activator] | 5% | -17 | 3% | -1
Cc1cccc(/N=C/c2nc(-c3ccccc3Br)oc2O)n1 | ? | ? | -8% | 32 | 0% | 21*
COc1cccc(C(=O)Cn2c(=O)n(CCC(=O)NCC3CCCO3)c(=O)c3cc(OC)c(OC)cc32)c1 (configuration not stated) | -4% | -25% | -4% | 11 | 3% | -4
N#Cc1cc(C(=O)c2cc(F)ccc2O)cn(Cc2ccccc2)c1=O | ? | ? | 0% | -20 | 1% | -6
Oc1cc(NCc2ccc(F)cc2)cc2cccnc12 | 2.6µM* | 1.9µM* | . | . | -21% | .
COc1cccc2c1OC1(C)CC2NC(=O)N1 (configuration not stated) | . | 16% | -5% | -5 | 12% | -3
NS(=O)(=O)c1ccc(CCNC(=S)Nc2ccc(F)cc2)cc1 | -3% | -12% | 1% | -13 | . | -2
CC(C)C12CN3CC(C(C)C)(CN(C1)C3c1ccco1)C2=O (configuration not stated) | -9% | ? | 6% | -13 | -10% | -3
Brc1ccc(-c2nc3ncccn3c2NC2CCCCC2)o1 | . | 54%[activator] | -4% | -5 | 35µM* | -4

Grouped by structure: the entries above containing bromine
SMILES | Pf growth 48h | Pf growth 96h | FBPA Giardia inh | Shiga toxin inh | Sm TGR inh | Cycloheximide cs
N#CCCn1cc(C(=O)Nc2ccccc2Br)c(-c2ccc3c(c2)OCCO3)n1 | -20% | ? | -5% | -8 | 2% | -4
CC1=C(C(=O)OCCOC(C)C)C(c2cc3c(cc2Br)OCO3)CC(=O)N1 (configuration not stated) | ? | . | 9% | -16 | 1% | -4
Cc1cccc(/N=C/c2nc(-c3ccccc3Br)oc2O)n1 | ? | ? | -8% | 32 | 0% | 21*
Brc1ccc(-c2nc3ncccn3c2NC2CCCCC2)o1 | . | 54%[activator] | -4% | -5 | 35µM* | -4

(more compounds)
SMILES | Pf growth 48h | Pf growth 96h | FBPA Giardia inh | Shiga toxin inh | Sm TGR inh | Cycloheximide cs
COc1cccc(C(C)N(C)Cc2nc(COc3ccccc3)no2)c1 (configuration not stated) | 1% | 8% | 2% | 25 | -29% | -4
Cc1nc(NC(CC(C)C)C(=O)O)c2nc(C)oc2n1 (configuration not stated) | 2% | -15% | -2% | -9 | 2% | -2
Cc1ccc(S(=O)(=O)Cc2ccc(C(=O)NCc3cccs3)o2)cc1 | . | 3.7µM* | 0% | 2 | 53%[activator] | 3
O=C(COc1ccc(Cl)cc1Cl)Nn1c(=S)[nH]c2ncccc2c1=O | 31%[activator] | 34%[activator] | 20% | -2 | -2% | 0
CCCc1cc(=O)[nH]c(SCC(=O)N(CC)c2c(N)n(Cc3ccccc3)c(=O)[nH]c2=O)n1 | 30%[activator] | 18% | . | . | 4% | .
CC(NCc1ccc(N(C)C)cc1)C1CC2CCC1C2 (configuration not stated) | . | ? | -7% | -7 | 2% | -1
O=C1OC(=O)C2C1[C@@H]1CC[C@H]2O1 (some centres not stated) | -1% | -8% | -9% | -7 | -6% | -2
O=C(COC(=O)Cc1ccsc1)Nc1ccc(S(=O)(=O)N2CCOCC2)cc1 | 14% | -10% | 6% | -16 | 3% | -1
CSC(=NC#N)N1CCN(c2ccccn2)CC1 | 10% | 7% | -4% | -5 | . | 8
CC1CCCCC1NS(=O)(=O)c1ccc2c(c1)CC(=O)N2C (configuration not stated) | ? | ? | 0% | -2 | 3% | 8
Cc1ccc(S(=O)(=O)/C(C#N)=C/c2c[nH]c3ccccc23)cc1 | -16% | . | -4% | -13 | 9% | -3
S=c1[nH]nc(-c2ccccc2)n1/N=C/c1cccc(Br)c1 | 7% | 15% | ? | . | 3% | 0
C/C(=N/NC(=O)CCCOc1ccc(Cl)cc1Cl)c1ccc(C)o1 | -13% | ? | 3% | -21 | -8% | 2
CCOc1cc(/C=C2\C(=O)N(c3ccc(C(N)=O)cc3)N=C2C)ccc1OC(=O)c1cccs1 | 20% | 4% | -10% | 13 | 1% | 5
Nc1nc(CSC(=S)N2CCCCC2)nc(Nc2ccccc2)n1 | 25% | 74%[activator] | -13% | 87* | 1% | 40*
O=C(CSc1ccc(Cl)cc1)N1CCN(c2c(Cl)cccc2[N+](=O)[O-])CC1 | 7% | 125%[activator] | -1% | 46 | -23% | 56*
CC(C(=O)Nc1cccc([N+](=O)[O-])c1)N(c1ccccc1)S(C)(=O)=O (configuration not stated) | -1% | 21% | -1% | -12 | -2% | -3
Cc1noc(C)c1COc1ccc(C(=O)NCc2ccccn2)cc1 | 1% | 9.3µM* | 5% | -6 | 17% | -2
O=c1c2ccccc2nnn1COc1cccc2ccccc12 | 341%[activator] | 183%[activator] | ? | 143* | -5% | 45*
Clc1cccc(N2CCNCC2)c1 | ? | 13µM*! | 2%&-4% | . | -29% | .
Cc1ccsc1/C=C1/CN(C)Cc2c1nc1ccccc1c2C(=O)O | -5% | 11% | -17% | -2 | -35% | 7
O=C(Nc1ccccc1F)OC1CN2CCC1CC2 (configuration not stated) | 38%[activator] | 0% | 2% | -10 | 4% | 5
Cc1ccc(CCN2CC(C(=O)NCc3ccco3)CC2=O)cc1 (configuration not stated) | 8% | 17% | 0% | 15 | 45µM* | 3

Bioassay records deposited in PubChem by National Center for Advancing Translational Sciences (NCATS).
